# Assay outcomes deposited in PubChem by National Center for Advancing Translational Sciences (NCATS).
# PTHR1 agonist: qHTS for PTHR1 Agonists: Primary Screen; 0.075% of 410,000 active; Potency, µM (highest dose often 115 µM), inactives show at the top dose activation, hits mostly activators; HEK293 GP2 PTHR1 cells, GloSensor cAMP luminescence, 1 h; Parathyroid hormone/parathyroid hormone-related peptide receptor (Homo sapiens), Q03431; also: potency is read from the fitted curve at half-maximal effect; nearly all actives have a fitted effect of over 55% in size; some results filed as inactive show a strong effect at the top dose; inactives centre near -15; many of its hits are not listed in these tables
# Target sequence (Q03431 whole entry, looked up): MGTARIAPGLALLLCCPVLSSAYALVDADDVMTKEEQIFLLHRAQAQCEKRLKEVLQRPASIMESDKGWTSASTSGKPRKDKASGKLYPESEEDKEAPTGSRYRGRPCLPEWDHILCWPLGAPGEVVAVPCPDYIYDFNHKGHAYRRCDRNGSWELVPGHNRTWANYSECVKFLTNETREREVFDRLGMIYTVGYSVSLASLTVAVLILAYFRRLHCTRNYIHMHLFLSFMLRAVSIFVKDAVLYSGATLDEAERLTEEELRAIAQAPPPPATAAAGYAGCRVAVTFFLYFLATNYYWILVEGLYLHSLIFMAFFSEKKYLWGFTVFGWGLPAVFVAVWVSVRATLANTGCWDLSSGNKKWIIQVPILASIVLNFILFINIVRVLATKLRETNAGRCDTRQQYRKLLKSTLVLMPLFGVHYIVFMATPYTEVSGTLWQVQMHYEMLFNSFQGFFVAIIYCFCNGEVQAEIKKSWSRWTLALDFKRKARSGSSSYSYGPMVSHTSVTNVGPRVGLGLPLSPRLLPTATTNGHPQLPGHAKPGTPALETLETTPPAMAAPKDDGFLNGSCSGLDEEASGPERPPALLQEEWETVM
#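 HEK-293-derived GP2 cells expressing PTHR1 and a GloSensor cAMP reporter, 3,000/well, plated overnight, given luciferin plus IBMX (each 0.5 mM as added) for 1 h at 37 °C, then compound for 1 h at 37 °C. Luminescence was read after 15 min at room temperature.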
# EPAC2 ag: qHTS for Agonist of cAMP-regulated guanine nucleotide exchange factor 4 (EPAC2): primary screen; Rap guanine nucleotide exchange factor 4 (Homo sapiens), Q8WZA2; EPAC2 activation, biochemical qHTS; response scale: 100% = 6.5 mM cAMP response; Potency, µM (doses to about 154 µM), for the others: top-dose activation, actives largely listed as activators; 0.079% of 360,000 active; also: potency is read from the fitted curve at half-maximal effect; nearly all actives have a fitted effect of over 50% in size
#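 Compounds were added across a concentration range to EPAC2 (100 nM), RAP1B-BODIPY-GDP (250 nM) and GDP (50 uM). After 5 min at room temperature, fluorescence was recorded at 5-min intervals for 30 min.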
# D3 ag: qHTS of D3 Dopamine Receptor Agonist: qHTS | 0.58% of 410,000 active | D3R DiscoveRx beta-arrestin cells, luminescence, 90 min | D(3) dopamine receptor (Homo sapiens), P35462 | AID 652048, 2013 | max activation, %; in the data active = max activation above about 30%; also: 0% is about no effect; mostly tested at two doses, the higher about 12 µM
# Target sequence (P35462 whole entry, looked up): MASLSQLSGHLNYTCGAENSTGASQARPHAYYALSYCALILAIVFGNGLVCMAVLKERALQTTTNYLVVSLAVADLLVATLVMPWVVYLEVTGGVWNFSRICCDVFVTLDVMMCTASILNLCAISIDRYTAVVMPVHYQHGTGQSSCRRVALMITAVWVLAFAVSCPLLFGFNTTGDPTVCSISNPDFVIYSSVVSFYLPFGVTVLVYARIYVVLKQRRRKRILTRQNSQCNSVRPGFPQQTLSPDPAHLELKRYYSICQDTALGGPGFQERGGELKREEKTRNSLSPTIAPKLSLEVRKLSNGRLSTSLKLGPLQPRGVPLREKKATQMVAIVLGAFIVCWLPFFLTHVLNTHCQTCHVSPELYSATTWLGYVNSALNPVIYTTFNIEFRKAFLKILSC
#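 Cells at 1500/well, incubated overnight, then treated with pinned compounds (dopamine as control) for 90 min at 37 degrees C. DiscoveRx reagent added for 30 - 60 minutes at room temperature; luminescence read.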
# D3 antag: qHTS of D3 Dopamine Receptor Antagonist: qHTS. 2.5% of 360,000 active. D3R cells, DiscoveRx beta-arrestin luminescence, antagonist mode; stronger effect = lower value. max response, negative = inhibition, %. D(3) dopamine receptor (Homo sapiens), P35462; in the data active = max response below about -50%; inconclusive = no clear call, values can overlap the other calls; also: % is scaled to controls: 0 for no effect and ±100 for the full control effect; mostly tested at two doses, the higher about 12 µM
#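 Cells plated overnight at 1500 cells/well, then exposed to library compounds with dopamine controls for 90 minutes at 37 degrees C. DiscoveRx reagent added for 30–60 minutes at room temperature; luminescence read, quantitative HTS format.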
# EPAC2 antagonist: qHTS for Antagonist of cAMP-regulated guanine nucleotide exchange factor 2 (EPAC2): primary screen. Rap guanine nucleotide exchange factor 4 (Homo sapiens), Q8WZA2. 0.18% of 360,000 active. AID 720708, 2013. EPAC2 GEF exchange of Rap1B-BODIPY-GDP, fluorescence. Potency, µM (top dose mostly 114 µM), inactives show top-dose activity, negative = inhibition, usual class: inhibitors; also: potency is read from the fitted curve at half-maximal effect; % is scaled to controls: 0 for no effect and ±100 for the full control effect; nearly all actives have a fitted effect of over 45% in size; many of its hits are not listed in these tables
# pAkt inh: HTS Assay for Inhibitors of Akt Phophorylation: Primary Screen; 0.32% of 360,000 active; activity change, % for hits at 50 µM; Neuro2A IGF-stimulated pAkt S473 HTRF, 20 min; stronger effect = lower value; in the data active = activity change below about -80%; inconclusive = mostly about -51% to -80%; also: % is scaled to controls: 0 for no effect and ±100 for the full control effect
#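 Neuro2A cells in DMEM with 0.5% FBS, overnight at 37 deg C, given compound at single 50 µM final, then IGF (6 nM final) for 20 min at 37 deg C. Lysed; phospho-Akt Ser473 by HTRF after 24 h, 665/615 ratio.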
# CCT chaperon mod: High-Throughput Screening for Modulators of Cytosolic Chaperonin Activity. purified chaperonin ATPase assay, HTRF ADP detection, 30 min. activity change, % (no concentration beside the values), hits read low. 0.3% of 360,000 active. AID 651819, 2012; in the data active = activity change below about -30%; also: % is scaled to controls: 0 for no effect and ±100 for the full control effect
#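 Nucleotide hydrolysis assay: TRiC at 20–40 nM final (set by batch activity) with 10 uM ATP, 30 min at 37 °C, in presence of 76 uM compound. Detection by competitive ADP HTRF, 30 min ambient.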
# MmCpn inh: Inhibitors of TCP-1 ring complex (TRiC) of Methanococcus maripaludis (MmCpn): qHTS; 0.031% of 330,000 active; AID 504842, 2011; Potency, µM (highest dose often 76.9 µM), without a hit: top-dose activity, negative = inhibition, actives largely listed as inhibitors; purified Mm-Cpn ATPase, ADP Transcreener TR-FRET; also: potency is read from the fitted curve at half-maximal effect; % is scaled to controls: 0 for no effect and ±100 for the full control effect; nearly all actives have a fitted effect of over 80% in size
#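 Inhibition of chaperonin ATP hydrolysis is measured as reduced ADP production, detected by competitive TR-FRET in which signal falls with ADP. Final enzyme 25 nM and ATP 10 uM, reacted 30 min at 37°C.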
# The depositor's hits bear a star; i = inactive; u = inconclusive; x = not tested or not shown; [ ] = another dose, or the depositor's remark. Unless noted, calls follow the shape of the dose curve; as a rule, active = well fitted curve in the direction sought with a large enough effect; inconclusive = small, poorly fitted or top-dose-only effect, or another doubt; inactive = no such curve, though single readings can be large; an effect the other way counts as inactive or inconclusive.
# Each structure is followed by: PTHR1 agonist	EPAC2 ag	D3 ag	D3 antag	EPAC2 antagonist	pAkt inh	CCT chaperon mod	MmCpn inh
- Cc1nn(Cc2c(Cl)cccc2Cl)c(C)c1NC(=O)CCCn1nc([N+](=O)[O-])c(Cl)c1C
    -12%	-8%	-4	-3	-3%	i	0.2	0%
- c1ccc(-c2nc(NCC3CCCO3)c3oc4ccccc4c3n2)cc1 (stereo not drawn)
    10%[57.5 µM]	8%	-2	1	-1%	i	-0.2	-1%
- C=CC[n+]1cccc(-c2cc3ccc(C)cc3[nH]2)c1
    i	9%	-11	16	5%	i	-0.7	1%
- CCOC(=O)C(C#N)C(c1cccnc1)c1c(C)[nH][nH]c1=O (stereo not drawn)
    -22%	4%	-1	12	10%	i	-0.6	0%
- CN(Cc1nc(-c2cccnc2)no1)S(=O)(=O)c1ccc(Br)cc1
    i	13%	-2	-3	2%	i	-3.5	0%
- Cc1ccc(OCC(=O)N(Cc2cccc(F)c2)C2CCS(=O)(=O)C2)cc1 (stereo not drawn)
    i	-2%	-3	-15	-3%	i	-0.1	2%
- COc1n[nH]c(C(=O)Nc2nc3ccccc3s2)c1[N+](=O)[O-]
    -27%	5%	-5	-6	4%	i	-4.2	0%
- CC(C)(OC1OC(CO)C(O)C(O)C1O)[C@H]1Oc2ccc3ccc(=O)oc3c2[C@H]1O (stereo partly drawn)
    i	10%	5	0	1%	i	-0.6	-2%
- CCOc1ccc(NC(=O)NC2CCCc3ccccc32)cc1 (stereo not drawn)
    -21%	-2%	-1	2	2%	i	2.0	2%
- c1ccc(-c2cc(-c3ccc(N4CCOCC4)cc3)nc3ccccc23)cc1
    i	10%	-5	u	0%	i	-0.1	-9%
- COc1ccc(S(=O)(=O)NCC2CCCN(C(=O)CN3CCCCC3)C2)cc1 (stereo not drawn)
    u	7%	1	-16	4%	i	1.8	1%
- O=C(CCNC(=O)c1ccc(Br)cc1)Nc1cccc(S(=O)(=O)N2CCCCCC2)c1
    -49%[inhibitor]	-2%	-6	-10	5%	i	-0.6	3%
- Cc1ccc(OCCOC(=O)C2CCN(S(=O)(=O)c3ccc(C)c(C)c3)CC2)cc1
    -24%	11%	-20	5	7%	i	0.0	0%
- CCc1cc(=O)oc2c3c(cc(OCC(=O)NCc4cccnc4)c12)OC(C)(C)CC3
    -12%	11%	-27	3	-6%	i	2.6	-9%
- COc1cc(F)ccc1S(=O)(=O)N1CCN(Cc2ccccc2)CC1
    i	5%	-4	-14	3%	i	0.6	-12%
- O=C1CC(N2CCCN(C3CC(=O)N(c4ccc(F)cc4)C3=O)CC2)C(=O)N1c1ccc(F)cc1 (stereo not drawn)
    -11%	3%	-6	0	-6%	i	2.0	1%
- CCOCCCNc1nc(C(F)(F)F)nc2c1nnn2Cc1ccccc1Cl
    -16%	-3%	0	-5	-8%	i	0.2	-1%
- CCN(CC)C(=O)c1cc2sc3ccccc3c2s1
    -19%[57.5 µM]	4%	-1	2	2%	i	-2.5	0%
- CCOC(=O)c1ccc(N2C(=O)C3CCCN3C2=S)cc1 (stereo not drawn)
    -5%	1%	11	4	1%	i	-0.6	-1%
- CC(=O)NCCNc1nc2cc(-c3cccc(C(F)(F)F)c3)sc2c(=O)n1C
    -7%	1%	15	29	-12%	i	0.4	x
- CC(O)c1c(OCc2ccccc2)ncnc1OCc1ccccc1 (stereo not drawn)
    -32%[inhibitor][57.5 µM]	5%	6	0	u	i	-0.3	0%
- CCCCc1ccc(NC(=O)Nc2c(C)n(C)n(-c3ccccc3)c2=O)cc1
    -5%	6%	1	2	0%	i	-1.8	0%
- COC(=O)c1ccc(COC(=O)C2CCN(S(=O)(=O)c3ccccc3C(=O)OC)CC2)cc1
    -35%[inhibitor]	8%	6	35	-2%	i	1.3	-2%
- COC(=O)c1cc(OC)c(OC)cc1NC(=O)c1cc(OC)cc(OC)c1
    i	-3%	5	25	1%	i	-3.4	0%
- CCOc1ccc(CCNC(=O)CN2CCN(Cc3ccc(F)cc3)C2=O)cc1OCC
    10%[57.5 µM]	3%	1	-7	4%	i	1.2	2%
- CC(OC(=O)c1cnccn1)C(=O)Nc1nc(-c2cccc([N+](=O)[O-])c2)cs1 (stereo not drawn)
    -30%[inhibitor]	9%	-2	11	-16%	i	-1.9	0%
- CCOC(=O)N1CCN(C(=O)c2ccc3nc(N4CCC(C)CC4)sc3c2)CC1
    -13%[57.5 µM]	-8%	1	24	3%[57.1 µM]	i	-5.4	0%
- CCOc1ccc(C(=O)/C=C/Nc2ccc(S(=O)(=O)Nc3onc(C)c3C)cc2)cc1
    -90%[inhibitor]	-1%	-6	-21	-8%	i	1.7	1%
- CCN1CCN(C(=O)CSc2nc(N)cc(N)n2)CC1
    -2%	10%	-4	-14	8%	i	-0.5	2%
- CS(=O)(=O)N(CC(=O)O)c1cc(Cl)cc(Cl)c1
    i	-4%	-1	0	14%	i	-3.1	0%

# Quoted at random: seven compounds from above, in no set order.
# Each structure is followed by: PTHR1 agonist	EPAC2 ag	D3 ag	D3 antag	EPAC2 antagonist	pAkt inh	CCT chaperon mod	MmCpn inh
- O=C1CC(N2CCCN(C3CC(=O)N(c4ccc(F)cc4)C3=O)CC2)C(=O)N1c1ccc(F)cc1 (stereo not drawn)
    -11%	3%	-6	0	-6%	i	2.0	1%
- COC(=O)c1cc(OC)c(OC)cc1NC(=O)c1cc(OC)cc(OC)c1
    i	-3%	5	25	1%	i	-3.4	0%
- COC(=O)c1ccc(COC(=O)C2CCN(S(=O)(=O)c3ccccc3C(=O)OC)CC2)cc1
    -35%[inhibitor]	8%	6	35	-2%	i	1.3	-2%
- CCOc1ccc(C(=O)/C=C/Nc2ccc(S(=O)(=O)Nc3onc(C)c3C)cc2)cc1
    -90%[inhibitor]	-1%	-6	-21	-8%	i	1.7	1%
- CCOCCCNc1nc(C(F)(F)F)nc2c1nnn2Cc1ccccc1Cl
    -16%	-3%	0	-5	-8%	i	0.2	-1%
- CCOc1ccc(CCNC(=O)CN2CCN(Cc3ccc(F)cc3)C2=O)cc1OCC
    10%[57.5 µM]	3%	1	-7	4%	i	1.2	2%
- CC(=O)NCCNc1nc2cc(-c3cccc(C(F)(F)F)c3)sc2c(=O)n1C
    -7%	1%	15	29	-12%	i	0.4	x

# Single values from the results shown:
# In CCT chaperon mod, CCOCCCNc1nc(C(F)(F)F)nc2c1nnn2Cc1ccccc1Cl reads 0.2
# In MmCpn inh, Cc1nn(Cc2c(Cl)cccc2Cl)c(C)c1NC(=O)CCCn1nc([N+](=O)[O-])c(Cl)c1C reads 0%

# Other records
# Each structure is followed by: PTHR1 agonist	EPAC2 ag	D3 ag	D3 antag	EPAC2 antagonist	pAkt inh	CCT chaperon mod	MmCpn inh
- CCc1cc(C(=O)c2ccccc2)c(N)s1
    -5%	5%	5	8	-11%	i	-1.1	1%
- Cc1cc(C)nc(N2CCC(C(=O)NC3CCCCCC3)CC2)n1
    i	-17%	6	15	2%	i	-2.6	x
- O=C(c1ccc(F)cc1F)N1CCCC(c2nc(-c3ccc(F)cc3)no2)C1 (stereo not drawn)
    -33%	8%	-18	11	-9%	i	-3.2	1%
- O=C(c1ccc(-c2nc3ccccc3s2)s1)N1CCOCC1
    -29%	-2%	-4	0	-3%	i	-0.2	-8%
- Cc1cc(C(F)F)n2nc(C(=O)O)nc2n1
    -2%[57.5 µM]	10%	0	-12	-1%	i	-3.4	0%
- Cc1ccccc1N=C1c2ccccc2C(=O)C1[N+](=O)[O-] (stereo not drawn)
    i	5%	-3	-20	-3%	i	1.6	1%
- COc1ccc(-c2nc(SCc3ccccc3)n(C(=O)c3ccco3)n2)cc1
    -16%[57.5 µM]	2%	1	-17	8%	i	0.4	-2%
- COc1cc(C#N)c(NC(=O)CN2CCN(CCO)CC2)cc1OC
    i	9%	-7	-5	-3%	i	-1.9	0%
- CCN1C(=O)[C@H]2[C@@H](c3ccc(-c4ccc(OC)cc4)c(OC)c3)N[C@@](Cc3ccccc3)(C(=O)OC)[C@H]2C1=O
    4%	2%	-23	-8	-17%	i	-0.5	0%
- S=c1[nH]nc(COc2cccc3ccccc23)n1Cc1ccccc1
    -14%	9%	0	-15	3%	i	-1.6	2%
- CCN(CC)C(=O)OCc1c(-c2cccc(OC)c2)ncc2ccccc12
    -24%	13%	0	7	u	i	-4.2	2%
- COc1ccc(C2C(C(=O)N3CCN(c4ccccc4)CC3)c3ccccc3C(=O)N2C)cc1OC (stereo not drawn)
    i	-6%	3	-7	5%	i	-0.6	1%
- O=C(CSc1cccc[n+]1[O-])Nc1cc(Cl)ccc1[N+](=O)[O-]
    i	-9%	2	22	11%	i	-1.1	-5%
- CCOCCCNC(=O)C(NC(=O)c1ccc2c(c1)OCO2)c1ccccc1 (stereo not drawn)
    i	2%	0	-4	-2%	i	1.1	1%
- CCCS(=O)(=O)N1CCC(C(=O)NCCCN2CCC(Cc3ccccc3)CC2)CC1
    -10%[57.5 µM]	-2%	-11	-23	11%	i	2.6	0%
- O=C(CSc1nnc(-c2cccnc2)n1-c1ccccc1)N1CCN(c2ccc(F)cc2)CC1
    -19%	4%	1	-20	-4%	i	1.5	0%
- O=C(OCC(=O)N1CCCC1=O)C1CCN(S(=O)(=O)c2c(Cl)cccc2Cl)CC1
    -12%	14%	-7	-11	-1%	i	-1.4	-1%
- CC(C)CCNC(=O)c1cc([N+](=O)[O-])ccc1N1CCOCC1
    -10%	14%	-4	0	-2%	i	-2.5	-1%

# Only part of the results is shown; the hit share may differ from the screen's.
